Myeloid diff MLP – promotes myeloid progenitor differentiation | ER-HoxA9 myeloid progenitors, lysozyme-GFP differentiation, flow cytometry | calls only at 10 µM | 360,000 compounds, 1% hits;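 active = normalized GFP-positive differentiation at or above the plate's own cutoff, the solvent-only control mean plus 3 SD; inconclusive = no clear call, values can overlap the other calls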;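 note: cells exposed to compound for four days before flow analysis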
GPR55 LPI antagonism – inhibition of LPI-stimulated GPR55 beta-arrestin translocation – imaging, U2OS, beta-arrestin-GFP, LPI agonist, primary screen (AID 2013). U2OS GPR55 beta-arrestin-GFP translocation imaging, LPI antagonism; higher % means a stronger effect. inhibition, % at 10 µM; hits with a dose series show IC50 in µM. 290,000 compounds, 0.13% hits;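 active = spots per cell inhibited over 60%, with over 100 cells counted and total cytoplasm intensity under 500,000; inconclusive = wells with under 100 cells, flagged as likely toxic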;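 note: U2OS cells stably carrying GPR55 and arrestin-GFP stimulated by 5 µM LPI near EC80; imaged beta-arrestin-GFP aggregate spots per cell after agonist stimulation; plate controls were LPI-stimulated DMSO wells for no effect and DMSO wells without LPI for full effect; some results filed as inactive read as strong as hits; confirmed hits need IC50 under 10 µM and bright autofluorescent wells are also inconclusive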
NOD1 inhibition – NOD1 signaling inhibitors, primary screen, cell-based, luminescence, uHTS (AID 1578); NOD1-driven NF-kB luciferase reporter cells, luminescence; higher % means a stronger effect; 290,000 compounds, 1% hits; inhibition, % at 4 µM; hits with a dose series show EC50 in µM; in the data active = inhibition mostly above about 36%, no sharp cut-off; inactive = mostly below about 34%;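 note: HEK-293T reporter cells stimulated with the NOD1 agonist gamma-tri-DAP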
KOR beta-arrestin-1 – KOR agonists, beta-arrestin recruitment, primary screen, cell-based, luminescence, uHTS (AID 1777); activation, % at 10 µM, or EC50 in µM where a hit was titrated; KOR beta-arrestin recruitment, luminescence; higher % means a stronger effect; 280,000 compounds, 0.02% hits; in the data active = activation above about 50%, passing the limit was not always enough; note: a part of the inactive calls stands beside numbers as strong as those of hits
HEK293 NOD2/NF-kB – inhibition of NOD2-driven NF-kB reporter – cell-based, luminescence, uHTS, HEK293 (AID 1566). HEK293 NOD2/NF-kB luciferase reporter, luminescence; higher % means a stronger effect. one-dose inhibition, % at 4 µM; EC50 in µM for titrated hits. 290,000 compounds, 0.63% hits; note: many of its hits are not listed in these tables
KOR beta-arrestin-2 – KOR antagonists, beta-arrestin recruitment, cell-based, luminescence, uHTS (AID 1778); 290,000 compounds, 0.091% hits; inhibition, % at 10 µM; hits with a dose series show IC50 in µM; KOR beta-arrestin recruitment, luminescence, antagonist mode; higher % means a stronger effect; note: strong numbers were not always called active
T cell HTS – T cell immune modulators affecting CD8 T cell-vesicle binding. AID 2052. calls only at 7 µM. 2C CD8+ T cell-vesicle binding, flow cytometry; stronger effect = lower value. 330,000 compounds, 0.068% hits;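 active = response, share of CD8 T cells binding vesicles, and their 90th percentile fluorescence all below set limits, cut at about 80% in these data, passing the limit was not always enough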
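Material: murine 2C transgenic CD8+ T lymphocytes / Also added: QL9-peptide-loaded Drosophila micro-vesicles bearing Ld, ICAM-1 and B7-1 / Schedule: binding step 1.5 h, 37 °C, antibody labelling 20 min, ice / Signal: flow cytometry, PE anti-B7-1 (FL2) versus Alexa647 anti-CD8 (FL8), PFA-fixed / Evaluation: percent CD8+ FL2 mean versus row control / Benchmarks: naked versus QL9-loaded vesicles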
GPR55 activation – selective activators of receptor GPR55 – imaging, U2OS cells, beta-arrestin-GFP redistribution, primary screen (AID 1961). U2OS GPR55 beta-arrestin-GFP redistribution imaging; higher % means a stronger effect. activation, % at 10 µM; hits with a dose series show EC50 in µM. 290,000 compounds, 0.048% hits;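 active = activation above 40% with more than 50 cells counted in the well; inconclusive = wells holding fewer than 50 cells, flagged as toxic or sparse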;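 note: U2OS osteosarcoma cells stably expressing GPR55 and beta-arrestin-GFP; plate controls were DMSO negative control for no effect and LPI positive control for full effect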
NTR1 agonist – agonists of NTR1, primary screen, imaging, U2OS cells, beta-arrestin-GFP, high content (AID 493036) | P30989 | NTR1-U2OS beta-arrestin-GFP spot imaging, agonist mode | activation, % at 20 µM | 330,000 compounds, 0.17% hits;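 active = activation at or above 40% of the spot to cytoplasm intensity ratio, with at least 20 cells analyzed; inconclusive = wells under 20 cells, flagged as cytotoxic or low count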;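 note: 0% = DMSO without peptide and 100% = 100 nM NTR1 peptide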
Target sequence (P30989 whole entry, looked up): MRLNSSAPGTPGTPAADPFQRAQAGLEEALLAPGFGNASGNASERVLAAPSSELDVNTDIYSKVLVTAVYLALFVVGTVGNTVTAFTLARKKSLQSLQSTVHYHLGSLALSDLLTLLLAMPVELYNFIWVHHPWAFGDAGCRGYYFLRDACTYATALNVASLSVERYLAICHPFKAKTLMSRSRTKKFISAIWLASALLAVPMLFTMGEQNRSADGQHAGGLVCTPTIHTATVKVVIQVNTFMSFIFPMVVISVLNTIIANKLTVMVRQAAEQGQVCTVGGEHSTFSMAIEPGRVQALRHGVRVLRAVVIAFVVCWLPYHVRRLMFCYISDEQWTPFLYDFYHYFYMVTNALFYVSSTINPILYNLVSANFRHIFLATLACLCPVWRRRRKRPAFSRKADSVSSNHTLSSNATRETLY
T cell HTS vesicle-bound % – also measured in T cell HTS; calls as there; double positive events, %; measured here: CD8+ vesicle-bound cell fraction;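 binding gate set so that unloaded-vesicle control wells show 10% double positive cells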
NTR1 agonist cell count 20 µM – recorded beside NTR1 agonist, whose call it bears; cell count; measured here: cell count, cytotoxicity flag
Myeloid diff MLP GFP+ MAC1+ % – also measured in Myeloid diff MLP; calls as there; GFP+ MAC1+ double positive, %; measured here: differentiation confirmed by MAC1 staining
* marks the source's active call; other numbers are inactive results; i = inactive; u = inconclusive; x = no result given; + = active, no number; & = joins results of further samples; [ ] = another dose, or the depositor's remark. Cut-off read from the data, not from the text of the source, unless noted: active = inhibition above about 50%; inactive = the rest.

The line under a structure holds: Myeloid diff MLP	Myeloid diff MLP GFP+ MAC1+ %	GPR55 LPI antagonism	NOD1 inhibition	KOR beta-arrestin-1	HEK293 NOD2/NF-kB	KOR beta-arrestin-2	T cell HTS	T cell HTS vesicle-bound %	GPR55 activation	NTR1 agonist	NTR1 agonist cell count 20 µM
Cc1csc(SCCn2c(N3CCN(c4ccccc4)CC3)nc3c2c(=O)[nH]c(=O)n3C)n1
  i	1.3	10%	15%	-3.8%	21%	0%	i	28	0.2%	1.1	42
CN(CC(=O)Nc1ccc2c(c1)OCCO2)S(=O)(=O)c1cccc2cccnc12
  i	2.3	-4%	-29%	-3.7%	0%	-3%	i	43	-0.2%	-0.8	70
CCN(CC(=O)Nc1ccccc1OC)C(=O)CSCc1c(C)noc1C
  i	4.0	19%	-28%	-2.9%	-2%	-6%	i	47	-0.1%	-0.1	62
CC(=O)c1ccc(NC(=O)/C(=C\c2ccco2)NC(=O)c2ccco2)cc1
  i	0.8	-8%	36%	3.1%	-25%	-47%	i	27	-0.1%	2.1	41
CC1CC(=S)Nc2ccccc2S1 (configuration not stated)
  i	0.9	8%	-49%	6.0%	2%	41%	i	7	0.3%	0.6	81
O=C(c1ccccc1)N1N=C(c2ccc(F)cc2)CC1(O)C(F)(F)F (configuration not stated)
  i	0.4	-4%	-7%	-1.7%	22%	18%	i	22	-0.1%	3.0	50
CCOC(=O)C1=C(CP(=O)(c2ccccc2)c2ccccc2)NC(=O)NC1c1ccc(OC)cc1 (configuration not stated)
  i	0.5	8%	-11%	0.1%	-1%	30%	i	7	-0.1%	1.1	96
COc1ccc(C(=O)NC(=S)NNC(=O)c2ccc(NC(C)=O)cc2)cc1Br
  i	0.4	9%	-22%	-4.6%	13%	-27%	i	40	0.1%	-0.7	30
Cc1ccccc1-n1nc(C)c2c(C(=O)NN)cc(-c3ccncc3)nc21
  i	1.0	6%	-18%	0.4%	23%	12%	i	5	0.3%	1.0	40
COC(=O)c1cc(=O)n(Cc2cccs2)c(=Nc2ccccc2)s1
  i	0.5	28%	-8%	1.6%	-12%	-16%	i	38	7.2%	39	51
COc1ccc(NCc2nnc(SCC(=O)Nc3ccccc3)n2C)cc1
  i	0.3	12%	-29%	-20%	8%	-16%	i	24	-0.4%	-1.2	81
Cc1cc(/C=C2/C(=N)N3C(=NC2=O)SN=C3S(C)(=O)=O)c(C)n1-c1ccccc1
  i	1.0	3%	-32%	-2.0%	-107%	-13%	i	60	0.2%	-1.2	90
CCn1cc(CN2CCN(Cc3ccc(C)o3)C(CCO)C2)c2ccccc21 (configuration not stated)
  i	0.8	19%	-26%	x	4%	18%[20 µM]	i	33	-0.1%	0.1	57
COC(=O)c1ccc(NC(=O)N(c2ccccc2)c2ccccc2)cc1
  i	0.0	8%	-19%	1.5%	9%	-21%	i	44	0.2%	1.2	70
COc1ccc(OC)c(CNC(=O)CCC(=O)N2Cc3cccc(OC)c3Oc3ncccc32)c1
  i	1.2	0%	-19%	-2.6%	9%	11%	i	30	-0.2%	-0.2	65
CCn1c(CC(=O)Nc2ccc(C)cc2)n[nH]c1=S
  i	1.4	0%	-44%	-4.9%	13%	14%	i	30	0.0%	0.8	51
CCCCNc1ccc(C(=O)Nc2cccc(C)n2)cc1[N+](=O)[O-]
  i	12	5%	-37%	1.3%	-31%	9%	i	27	0.1%	6.8	56
Cc1sc2c(c1C)C(=O)NC(c1cccc(O)c1)N2 (configuration not stated)
  x	x	18%	25%	-3.9%	8%	9%	i	14	0.2%	2.8	46
O=C1CCCC(=O)C1CS(=O)(=O)c1ccccc1
  i	0.1	6%	-30%	-1.7%	-5%	-16%	i	59	0.3%	2.3	56
O=C(CN1CCCCCC1)Nc1ccccc1Cl
  i	0.5	10%	-6%	-5.0%	12%	11%[20 µM]	i	10	-0.1%	-0.7	61
c1ccc(CNc2nc(NCc3ccco3)nc(N3CCOCC3)n2)cc1
  i	0.9	9%	-21%	x	15%	-32%[20 µM]	i	62	-0.1%	0.1	39
CCOc1ccccc1NC(=O)CSc1nc2c(c(=O)n1C)SC(C)C2 (configuration not stated)
  i	2.0	-5%	-17%	-3.5%	10%	21%	i	48	-0.1%	0.7	93
CCOC(=O)N1CCN(C(=O)CSc2ccc(-c3ccccc3)nn2)CC1
  i	3.0	8%	-28%	-2.6%	4%	0%	i	54	-0.5%	-0.1	68
CSc1ccccc1NC(=O)c1onc(C)c1Cl
  i	0.9	-2%	-28%	-1.5%	9%	6%	i	28	-0.1%	-1.9	63
COC(=O)c1cccc(N(C(=O)c2cnccn2)C(C(=O)NC2CCCCC2)c2cn(C)nc2C)c1 (configuration not stated)
  i	3.1	-6%	3%	1.0%	4%	-24%	i	25	-0.3%	-1.3	91
CC1(C)CC(=O)C2=C(C1)N(c1ccccc1C#N)C(N)=C(C#N)C2c1cccs1 (configuration not stated)
  i	0.8	14%	3%	-1.3%	12%	2%	i	49	-0.1%	0.1	53
COc1ccc(C2C(C(=O)c3cccs3)=C(O)C(=O)N2Cc2cccnc2)cc1OC (configuration not stated)
  i	0.9	9%	-18%	x	1%	2%[20 µM]	i	15	0.0%	-1.7	65
CC(C(=O)Nc1nccs1)c1ccc([N+](=O)[O-])cc1 (configuration not stated)
  i	0.9	3%	-36%	-2.4%	5%	31%[20 µM]	i	54	0.2%	0.2	86
Cc1cc(OCC(=O)N2CCC(C(N)=O)CC2)c2c(C)c(C)c(=O)oc2c1
  i	2.7	4%	6%	-1.4%	12%	12%[20 µM]	i	26	0.7%	-1.1	87
CCSc1nnnn1-c1ccccc1
  i	0.7	12%	-6%	0.7%	-36%	-27%	i	24	-0.1%	-0.4	37
O=C(NCc1ccccc1)NC(O)C(Cl)(Cl)Cl (configuration not stated)
  i	0.7	2%	-8%	x	18%	-22%[20 µM]	i	62	-0.1%	-0.9	43
COCCn1c(SCC(=O)NCc2ccc3c(c2)OCO3)nc2ccccc2c1=O
  i	0.8	12%	-17%	-1.4%	22%	-12%	i	39	-0.4%	1.6	41
COCC(=O)N(Cc1cc2ccc(C)cc2[nH]c1=O)c1ccccc1C
  i	0.6	10%	-6%	-1.7%	23%	14%	i	54	-0.1%	-0.3	45
O=C(NCCCN1CCOCC1)c1ccc2c(c1)N(Cc1cccc(Cl)c1)C(=O)c1ccccc1S2=O (configuration not stated)
  i	1.1	0%	-16%	-1.2%	14%	-16%	i	27	-0.1%	1.8	62
COc1cc(OC)nc(NC(=S)NC(=O)c2ccccc2)n1
  i	0.3	1%	-16%	2.5%	11%	3%	i	50	-0.3%	3.5	67
CNS(=O)(=O)Cc1ccc2[nH]cc(CCN(C)C)c2c1
  i	0.7&1.6	-3%	-3%	-1.7%	5%	-27%[20 µM]	i	49&26	0.4%	-0.4&2.2	66&50
CC(NC(=O)c1cccs1)C(S)c1ccccc1 (configuration not stated)
  i	1.1	-2%	26%	-0.7%	-4%	-1%	i	55	23%	x	x
O=C(Cn1nnc(-c2ccccc2)n1)N/N=C/c1cccc([N+](=O)[O-])c1
  i	1.5	-8%	-14%	-2.4%	9%	43%	i	35	0.4%	3.5	63
COc1ccc(S(=O)(=O)N(CC(=O)NCc2ccco2)c2ccccc2)cc1OC
  i	0.5	15%	-8%	-1.7%	6%	-3%	i	38	0.3%	1.5	85
O=C(O)CCCNC(=O)C(c1ccccc1)c1ccccc1
  i	0.2&1.0	3%&7%	-16%&-9%	11%&-0.8%	11%&3%	-9%&25%	i	21&35	0.1%&-0.2%	3.7&-1.0	46&41
CCOC(=O)c1ccccc1NC(=O)c1cccc2c1C(=O)N(C1CCN(C(=O)OCC)CC1)C2
  i	4.0	-25%	3%	4.3%	17%	-28%	i	32	-0.2%	-1.4	50
CN1CCN(C2=CC3=CC(=C(C#N)C#N)CCC3CC2)CC1 (configuration not stated)
  +	16*	u	26%	6.3%	13%	-17%	x	x	-0.6%	x	x
C=C(C)CSc1nnc(-c2cccc(Cl)c2)n1N
  i	0.6	2%	-65%	-0.4%	-40%	-21%	i	56	-0.4%	-2.4	96
Cn1ncc([N+](=O)[O-])c1C(=O)N1CCCCCC1
  i	1.4	2%	-38%	5.6%	-3%	-15%	x	x	0.0%	0.7	62
COC(=O)c1c(N)n(-c2ccc(NC(C)=O)cc2)c2nc3ccccc3nc12
  +	1.5*	-1%	-4%	-1.3%	11%	7%	i	27	-0.1%	5.1	37
CCOC(=O)C1CCN(S(=O)(=O)c2ccc(-c3cc(C(F)(F)F)n(C)n3)s2)CC1
  i	0.2	1%	-11%	3.8%	11%	-6%	i	28	-0.2%	0.0	45
CN(C)S(=O)(=O)N1CCC(Oc2ccc(C(=O)NCc3cnn(C)c3)cc2)CC1
  i	0.4	1%	25%	6.6%	6%	-18%	i	10	-0.3%	2.8	34
COc1cc(Cn2c(-c3ccc(O)c(OC)c3)nc3ccccc32)ccc1O
  i	0.2	-16%	-2%	3.8%	25%	-18%	i	6	0.8%	1.6	56
COc1ccc(C(=O)Nc2ccccc2C(=O)O)cc1NC(=O)C(c1ccccc1)c1ccccc1
  i	0.3	1%	-5%	2.6%	14%	-16%	i	57	0.5%	3.5	64
CC1CCC(NC(=O)CN2CCCN(Cc3ccc(F)cc3Cl)C2=O)CC1 (configuration not stated)
  i	0.5	26%	-27%	5.4%	8%	0%	i	21	-0.2%	-1.2	45
C#C[C@]1(O)CC[C@H]2[C@@H]3CCc4cc(OC)ccc4[C@H]3CC[C@@]21C
  i	0.7	11%	-12%	2.6%	4%	-61%	i	19	-0.2%	4.5	59
C/C(=N/NC(=O)c1ccc2c(c1)OCCO2)c1ccc([N+](=O)[O-])cc1
  i	0.3	14%	-4%	2.6%	10%	23%	i	56	0.0%	-0.1	48

Screening data as filed in PubChem.

Some of the compounds tested, so the mix of outcomes need not match the whole.
